Lmaj promast: reduces viability of Leishmania major promastigotes. resazurin fluorescence viability. inhibition, % at 10 µM. hit rate 9% among 200,000; in the data active means inhibition above about 50%;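 further: promastigotes grown with compound for 44 hours at 28 °C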
TNAP inh hi DEA: blocks human TNAP under high phosphate acceptor concentration | P05186 | purified TNAP, CDP-star luminescence, 1 M DEA | inhibition, % at 20 µM | hit rate 0.03% among 200,000 | AID 1135;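 active means over 50% inhibition of tissue-nonspecific alkaline phosphatase at 20 µM in the single-dose screen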;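 further: plate controls were DMSO wells for no effect and EDTA-quenched wells as full inhibition for full effect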
Hsp70 act: switches on Hsp70 transcription; activation, % at 10 µM; hit rate 0.04% among 200,000; HeLa Hsp70 promoter luciferase reporter, luminescence; scaled: vehicle 0, proteasome-inhibitor control 100%;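 active means activation above the mean across all tested compounds plus 3 SD, cutoff set per campaign, cut at about 5.5% in these data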;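 further: 100% = MG132 at 30 µM as the positive control and 0% = DMSO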
S1P3 antagonist: S1P3 (human) receptor antagonism | Q99500 | CHO S1P3 NFAT-BLA reporter, FRET fluorescence, antagonist mode | inhibition, % at 4.98 µM | hit rate 0.27% among 170,000;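 active means inhibition above the plate cutoff, the mean inhibition of test wells on that plate plus 3 SD, cut at about 28% in these data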;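 further: cells challenged with S1P at its EC80 of 0.8 µM; blue over green emission ratio from cleaved BLA substrate after 4 h stimulation; 0% = S1P-stimulated wells and 100% = unstimulated DMSO-only wells; some compounds past the cut are filed as inactive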
Target sequence (Q99500 whole entry, looked up): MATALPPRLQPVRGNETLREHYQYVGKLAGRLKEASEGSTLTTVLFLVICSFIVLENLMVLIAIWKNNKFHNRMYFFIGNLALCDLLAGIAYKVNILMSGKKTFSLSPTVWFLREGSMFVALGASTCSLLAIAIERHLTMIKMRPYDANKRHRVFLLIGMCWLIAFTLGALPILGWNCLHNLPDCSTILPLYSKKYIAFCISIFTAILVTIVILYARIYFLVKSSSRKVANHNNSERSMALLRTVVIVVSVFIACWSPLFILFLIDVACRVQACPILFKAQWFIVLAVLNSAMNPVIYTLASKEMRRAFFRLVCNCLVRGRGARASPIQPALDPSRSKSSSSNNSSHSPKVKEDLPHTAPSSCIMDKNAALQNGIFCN
DTT redox prof: compounds producing H2O2 with reducing agent – biochemical, NIH compound library profiling, artefact control for MLSCN library redox annotation, primary screen; hit rate 0.03% among 200,000; activation, % at 10 µM; DTT-dependent redox cycling H2O2, phenol red/HRP absorbance; 100% = 100 µM peroxide control, 0% = buffer;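 active means activation of at least 50% relative to the plate's high and low controls in the primary single-dose screen; inactive means activation below 50%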;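 further: compound incubated with DTT at 0.8 mM final as the reducing agent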
RAM inhibit: yeast RAM network inhibition; S. cerevisiae dse1pr::URA3 reporter, 5-FOA growth OD615, 2 d; analog-sensitive cbk1-as2 kinase mutant strain; inhibition, % at 50 µM; hit rate 1.8% among 190,000; AID 868;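 active means inhibition above a set limit, 3 SD over mean compound inhibition, cut at about 8.4% in these data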;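 further: 0% = DMSO-only wells with no growth and 100% = 10 µM 1-NA-PP1 full growth; inhibition rescues growth on 5-FOA so higher OD means more RAM inhibition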
PMI act: activators of human phosphomannose isomerase. P34949. purified human PMI, coupled resazurin fluorescence, 20 min; hits give high values; 1 = vehicle control, 0 substrate-free wells. activation factor at 20 µM. hit rate 0.005% among 190,000. AID 1214;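 active means activation factor of 2 or more at 20 µM, relative to plate controls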
Target sequence (P34949 whole entry, looked up): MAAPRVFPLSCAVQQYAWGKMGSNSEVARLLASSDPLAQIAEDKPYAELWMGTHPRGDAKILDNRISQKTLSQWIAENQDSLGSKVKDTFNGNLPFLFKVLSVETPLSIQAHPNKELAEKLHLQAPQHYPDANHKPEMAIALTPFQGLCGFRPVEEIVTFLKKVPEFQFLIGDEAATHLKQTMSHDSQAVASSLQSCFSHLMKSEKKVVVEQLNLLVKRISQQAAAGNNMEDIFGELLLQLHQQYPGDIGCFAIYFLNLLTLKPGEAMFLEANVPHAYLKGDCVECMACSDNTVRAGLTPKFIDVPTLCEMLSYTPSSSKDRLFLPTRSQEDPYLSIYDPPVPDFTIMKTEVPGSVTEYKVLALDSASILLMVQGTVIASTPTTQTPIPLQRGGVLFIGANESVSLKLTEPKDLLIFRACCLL
HMGR II inh: blocks class II HMG-CoA reductase of Enterococcus faecalis | purified E. faecalis HMGR, NADPH absorbance 340 nm kinetic | inhibition, % at 10 µM | hit rate 0.41% among 190,000 | AID 1066;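 active means inhibition above a set limit, the median over all tested compounds plus 3 SD, cut at about 9.5% in these data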;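 further: enzyme runs in reverse so mevalonate oxidation gives rising NADPH absorbance; 0% = complete reaction with DMSO and 100% = background rate lacking mevalonate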
TNAP inh noacc: inhibitors of human TNAP without phosphate acceptor; purified TNAP, CDP-star luminescence, 30 min; inhibition, % at 20 µM; hit rate 0.26% among 200,000; AID 1012;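 active means tissue-nonspecific alkaline phosphatase inhibition above about 50% at 20 µM in the single-dose screen, limit read from the data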;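 further: 0% = DMSO negative control and 100% = EDTA positive control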
PMI act satM6P: increases human PMI activity with near-saturating mannose 6-phosphate | P34949 | coupled PMI enzyme assay, resazurin fluorescence, 20 min; hits give high values; 1 = untreated enzyme, 0 = substrate-free blank | activation factor at 20 µM | hit rate 0.34% among 190,000 | AID 1216;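 active means activation factor of 2 or more at 20 µM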
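Material: human phosphomannose isomerase with PGI, G6PDH, diaphorase coupling enzymes; amount: PMI at 15 ng/mL final; also added: Mannose-6-phosphate 1.0 mM (near-saturating) plus 0.22 mM NADP+; incubation: enzyme reaction with compound 20 min at room temperature; signal: resorufin fluorescence (Ex 544/Em 590 nm) from resazurin via diaphorase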
Active calls of the source: *; / = no result given.

SMILES	Lmaj promast	TNAP inh hi DEA	Hsp70 act	S1P3 antagonist	DTT redox prof	RAM inhibit	PMI act	HMGR II inh	TNAP inh noacc	PMI act satM6P
O=C(NCCCN1CCCC1)C1CCN(C(=O)c2cc3sccc3n2Cc2ccc(F)cc2)CC1	93*	-3	-0.1	-27	-0.4	-0.6	1	1	-13	1
CC(C)(C)/C(Cn1cncn1)=N\OC(=O)Nc1ccc(Cl)cc1	85*	-4	-0.1	9	-0.5	1.4	1	-2	-6	1
COCCn1nnnc1C(c1ccccn1)N1CCN(c2cccc(C)c2C)CC1 (stereo unspecified)	2	-2	0.0	/	0.5	1.1	1	-5	-9	1
NS(=O)(=O)c1cnccc1Nc1ccc(Cl)cc1	25	90*	-0.2	-27	0.2	2.2	0.9	0	87*	1
O=C(CSc1ccc2c(c1)OCCO2)NCCN1C(=O)CSC1=O	-4	-2	-0.2	24	0.0	-1.1	1	3	-2	1
COc1ccccc1C(=O)NCC(c1cccnc1)N(C)C (stereo unspecified)	-2	-2	0.2	-15	2.8	0.9	1	-2	-9	0.8
Cc1ccc(Cn2nnnc2CN2CCC(NC(=O)c3ccccc3F)CC2)cc1	5	-5	-0.1	/	-3.1	0.3	1	-3	-10	1
Cc1cc(C)n(-c2nc3sc4c(c3c(=O)[nH]2)CCCC4)n1	99*	-1	0.2	/	0.3	1.9	1	-2	-6	1.1
O=C(O)CCC(=O)Nc1ccc(S(=O)(=O)Nc2nccs2)cc1	-8	-5	-0.2	13	0.3	-0.4	0.9	-2	-13	1
CCOc1ccc(NC(=O)CSc2nnc(Cn3cnc([N+](=O)[O-])n3)n2C)cc1	0	0	-0.2	7	-0.1	0.3	0.9	-3	-6	1
Cc1cccc(C2(c3cccc(C)c3)CC2C(=O)NCC2CCCO2)c1 (stereo unspecified)	-3	-3	-0.4	-16	-0.6	0.0	1	1	-11	1
CCOC(=O)c1c(C)[nH]c(C)c1C(=O)COC(=O)CNC(=O)C1CCCCC1	3	-2	0.2	-13	0.1	0.1	1	2	4	1
Cc1cc(C)n(-c2ccc3cccc(NS(C)(=O)=O)c3n2)n1	46	-11	-0.3	49	-0.1	5.5	1.1	0	-14	1.1
Cn1c(=O)c2c(nc(NCc3ccco3)n2CCc2ccccc2)n(C)c1=O	2	-5	-0.3	/	-1.0	1.0	1	-6	-16	1
O=C(Cn1cnc2ccccc21)N/N=C/c1ccccn1	-5	-3	-0.1	/	1.5	0.3	0.7	0	-14	0.8

3 entries already listed, ordered by heavy-atom count, low to high.
SMILES	Lmaj promast	TNAP inh hi DEA	Hsp70 act	S1P3 antagonist	DTT redox prof	RAM inhibit	PMI act	HMGR II inh	TNAP inh noacc	PMI act satM6P
CC(C)(C)/C(Cn1cncn1)=N\OC(=O)Nc1ccc(Cl)cc1	85*	-4	-0.1	9	-0.5	1.4	1	-2	-6	1
Cc1cccc(C2(c3cccc(C)c3)CC2C(=O)NCC2CCCO2)c1 (stereo unspecified)	-3	-3	-0.4	-16	-0.6	0.0	1	1	-11	1
COCCn1nnnc1C(c1ccccn1)N1CCN(c2cccc(C)c2C)CC1 (stereo unspecified)	2	-2	0.0	/	0.5	1.1	1	-5	-9	1

Entries of single compounds, quoted from the list. Order of values: Lmaj promast | TNAP inh hi DEA | Hsp70 act | S1P3 antagonist | DTT redox prof | RAM inhibit | PMI act | HMGR II inh | TNAP inh noacc | PMI act satM6P
`Cn1c(=O)c2c(nc(NCc3ccco3)n2CCc2ccccc2)n(C)c1=O` is listed as 2 | -5 | -0.3 | / | -1.0 | 1.0 | 1 | -6 | -16 | 1
`CCOc1ccc(NC(=O)CSc2nnc(Cn3cnc([N+](=O)[O-])n3)n2C)cc1` is listed as 0 | 0 | -0.2 | 7 | -0.1 | 0.3 | 0.9 | -3 | -6 | 1
`Cc1cc(C)n(-c2nc3sc4c(c3c(=O)[nH]2)CCCC4)n1` is listed as 99* | -1 | 0.2 | / | 0.3 | 1.9 | 1 | -2 | -6 | 1.1
`Cc1cc(C)n(-c2ccc3cccc(NS(C)(=O)=O)c3n2)n1` is listed as 46 | -11 | -0.3 | 49 | -0.1 | 5.5 | 1.1 | 0 | -14 | 1.1

(more compounds)
SMILES	Lmaj promast	TNAP inh hi DEA	Hsp70 act	S1P3 antagonist	DTT redox prof	RAM inhibit	PMI act	HMGR II inh	TNAP inh noacc	PMI act satM6P
CCC[N+]1(CC#CC2(O)CCCCC2)CCOCC1	-6	-3	-0.2	2	-1.8	1.5	1	-7	-16	1
COC(=O)c1c(NC(=O)COC(=O)CCc2ccc(S(=O)(=O)N3CCOCC3)cc2)sc2c1CCC2	0	-4	-0.3	4	0.1	3.4	1	1	-15	1
O=c1[nH]c(-c2ccccc2)c(-c2ccccc2)[nH]1	-3	-2	-0.6	-10	1.2	-0.3	0.8	-3	-8	0.9
O=C(NCCCN1CCOCC1)c1ccc(N2CCCC2)c([N+](=O)[O-])c1	-1	3	-0.3	-4	-0.7	1.4	/	-9	1	/
Cn1cc(CN2CCCC(C(=O)c3cccs3)C2)c(-c2cccc(Cl)c2)n1 (stereo unspecified)	63*	-7	-0.3	-16	0.2	1.5	0.9	-4	-11	1
CC1CCCCC1NC(=O)Cn1[nH]c(=O)c2ccccc2c1=O (stereo unspecified)	-9	-7	-0.4	-2	-0.5	0.9	1	-5	-14	0.9
Cc1ccc(CCN2C(=O)CCC2(C)C(=O)NC2CCCC2)cc1 (stereo unspecified)	-1	-2	0.2	-22	0.6	1.6	1	-3	-8	0.8
CC1=CC(=O)[C@H]2C(C)(C)CCC[C@]2(C)[C@@]1(O)CO	-10	-1	-0.2	-12	-0.1	0.4	1	4	-3	1
O=C(CN1CC(=O)Nc2ccccc21)NCCc1ccc(Cl)cc1Cl	1	-2	0.7	6	-0.6	4.4	1.5	3	-10	1.8
COc1cc(C(=O)NCC(=O)N/N=C/c2ccc(OC(=O)c3ccco3)cc2)cc(OC)c1OC	-4	-6	0.0	6	-1.0	2.1	0.9	4	-11	1
COc1ccc(-c2cc3nc(C)cc(C)n3n2)cc1	-2	-7	0.3	/	0.1	0.0	1	-3	-15	0.9
COc1cccc(NC(=O)CN(c2cccc(F)c2)S(C)(=O)=O)c1	0	-7	-0.6	4	3.0	1.3	0.9	-7	-12	1
Cc1cccc(OCC(=O)Nc2ccc(N3CCN(S(C)(=O)=O)CC3)cc2)c1C	-3	0	-0.1	-25	1.1	2.9	0.9	3	-3	0.9
NS(=O)(=O)c1ccc(NC(=O)COC(=O)COc2ccc(Cl)cc2)cc1	1	2	0.7	-6	0.1	3.2	0.9	-4	2	0.8
C=CCc1cc(Cl)ccc1OCCN1CC(C)OC(C)C1 (stereo unspecified)	83*	-1	-0.1	-12	-0.6	2.9	0.9	0	-4	1
O=C(COC(=O)c1ccccn1)Nc1ncc(C(F)(F)F)cc1Cl	-2	-2	-0.2	/	-1.5	0.4	1.1	-2	-7	1
O=C1OC(NCc2cccnc2)(c2ccc(Cl)cc2)c2ccccc21 (stereo unspecified)	4	-6	-0.3	1	-0.2	0.1	1	2	-4	1.1
CCc1ccc(C(C(=O)NCCOC)N(C(=O)Cn2nnc3ccccc32)c2cccnc2)cc1 (stereo unspecified)	-2	-1	-0.5	/	0.6	1.8	1	-3	-16	1
CCN(CC)CC(C)OC(=O)c1cc(OC)c(OC)c(OC)c1 (stereo unspecified)	1	-5	0.0	/	0.2	0.3	0.9	-3	2	1
Cc1ccc(S(=O)(=O)NCC(=O)OCc2ccccc2Br)cc1	1	-2	0.1	-2	-1.1	4.1	0.9	-4	-2	0.8
CCOc1cc(C(=O)Nc2ccccc2N2CCN(S(C)(=O)=O)CC2)cc(OCC)c1OCC	21	-6	-0.1	31	-0.4	-0.3	0.9	-4	-9	0.9
Cc1ccc(NC(=O)CCNS(=O)(=O)c2cccc3nsnc23)cc1	8	-3	-0.1	-2	-0.5	-0.4	1	-2	-7	1
COc1ccc(S(=O)(=O)NCCc2nnc3ccc(SCC(=O)Nc4nc(C)cs4)nn23)cc1	-5	-6	-0.2	3	-0.3	1.3	1	1	-9	1
CC12CCC(C(=O)Nc3cccc(NC(=O)C45CCC(C)(C(=O)O4)C5(C)C)n3)(OC1=O)C2(C)C	48	-2	-0.3	-11	-2.5	-0.7	0.9	2	-11	1
CC1(C(=O)CSc2ncn[nH]2)CCC(=O)O1 (stereo unspecified)	-1	-12	-0.4	/	0.3	0.9	0.4	-12	-14	0.6
Cc1cc(C)n(-c2nc3c(c(=O)[nH]c(=O)n3C)n2Cc2ccc(F)cc2)n1	0	-5	0.0	-30	2.6	-1.5	1	-4	-1	1
O=[N+]([O-])c1ccccc1-c1cc(-c2cc(Cl)ccc2O)n[nH]1	24	0	-0.3	3	-0.5	2.4	1	-4	-107	1.1
CCOC(=O)C1=C(C)N(C)C(=S)N(C)C1c1ccc(OC)cc1 (stereo unspecified)	24	1	0.0	-4	-1.9	-0.6	1.1	-4	0	1
Nc1nonc1-n1nnc(C(=O)c2ccccc2)c1-c1ccccc1	10	-5	-0.3	-6	0.2	2.5	0.8	-2	-10	0.8
CN(Cc1cccc(-n2cccn2)c1)Cc1cn(C)nc1-c1ccccc1F	-3	-7	-0.3	-24	-0.2	0.5	0.9	3	-6	0.9
CCCCN(C)C(=O)c1cn(CC)c2nc(C)ccc2c1=O	-6	-1	-0.1	/	3.6	0.7	0.9	2	-8	0.9
COc1cccc(NC(=O)CN(C)CC(=O)Nc2ccc(Cl)cc2[N+](=O)[O-])c1	20	0	0.3	-1	6.3	-0.9	0.9	-6	-16	0.9
CN1CCc2c(sc3c2C(=O)NC(c2cccs2)N3)C1 (stereo unspecified)	5	4	0.0	0	-0.8	0.5	0.9	-1	6	0.9
CC(NC(=O)CC1SC(N)=NC1=O)c1ccccc1 (stereo unspecified)	-3	-5	0.0	-9	0.2	-0.1	1	-4	-7	1.1
Clc1ccc(Cn2ncc3c(NCc4cccnc4)ncnc32)cc1	16	-3	-0.2	6	0.0	1.3	1	1	-4	1
O=C(C1CCCO1)N1CCN(C(=S)Nc2ccc(Cl)cc2Cl)CC1 (stereo unspecified)	0	-1	-0.4	1	-0.2	1.5	1	4	-8	1.1
O=S(=O)(NCc1ccncc1)c1ccc(S(=O)(=O)NCC2CCCO2)cc1 (stereo unspecified)	0	-4	-0.5	-4	1.5	0.3	1	-11	-20	1.1
COc1ccc(NC(=O)N(Cc2ccc(C)cc2)Cc2ccccn2)c(OC)c1	17	/	-0.3	5	-0.7	/	/	/	/	/
Cc1sc2ncnc(-n3cnc4ccccc43)c2c1C	0	-2	-0.3	1	1.9	0.1	1	-8	-6	0.9
CCCC(C(=O)n1nc(C)cc1C)C(NS(=O)(=O)c1ccc(C)cc1)c1ccccc1 (stereo unspecified)	24	-10	-0.4	/	0.4	12*	0.9	0	-6	0.9
COC(=O)Cc1ccc(NC(=S)NCCC(C)C)cc1	-6	-4	-0.1	-5	-0.2	0.3	1	2	-9	1
Clc1ccccc1OCc1nnc(-c2ccccc2Br)o1	3	-5	0.2	-15	-3.1	3.8	0.9	-5	-15	0.9
COc1ccc(/C(C)=N/NC(=O)c2sccc2-n2cccc2)cc1	4	-2	0.1	-3	-2.3	1.0	1	-7	-10	0.9

Assay outcomes from PubChem BioAssay.
